# Screens: PubChem BioAssay, National Center for Advancing Translational Sciences (NCATS)
# Pin1 inhibitor – inhibitors of human Pin1; Pin1 FP peptide displacement, HiFluor488, 10 min; Q13526; actives 0.009% (n = 390,000); Potency, µM (highest dose often 115 µM), inactives show top-dose activity, negative = inhibition, most hits filed as inhibitors; active = well fitted inhibition curve with a large enough effect in the polarisation, with a control signal flat, not every such curve was filed as active; inconclusive = small, poorly fitted or top-dose-only effect, or effect the other way, or a change in a side signal; inactive = no such curve, though single readings can be large or run the other way; the % refers to the polarisation; note: potency is the fitted concentration of half-maximal effect; % is set by controls: 0 for no effect and ±100 for the full control effect
# GLS inh – inhibitors of human glutaminase (GLS); GLS enzymatic activity, qHTS titration; actives 0.21% (n = 410,000); Potency, µM (highest dose often 45.5 µM), inactives show at the top dose activity change, negative = inhibition, hits mostly inhibitors; O94925; AID 624170; note: potency is the fitted concentration of half-maximal effect; % is set by controls: 0 for no effect and ±100 for the full control effect
# Target sequence (O94925 whole entry, looked up): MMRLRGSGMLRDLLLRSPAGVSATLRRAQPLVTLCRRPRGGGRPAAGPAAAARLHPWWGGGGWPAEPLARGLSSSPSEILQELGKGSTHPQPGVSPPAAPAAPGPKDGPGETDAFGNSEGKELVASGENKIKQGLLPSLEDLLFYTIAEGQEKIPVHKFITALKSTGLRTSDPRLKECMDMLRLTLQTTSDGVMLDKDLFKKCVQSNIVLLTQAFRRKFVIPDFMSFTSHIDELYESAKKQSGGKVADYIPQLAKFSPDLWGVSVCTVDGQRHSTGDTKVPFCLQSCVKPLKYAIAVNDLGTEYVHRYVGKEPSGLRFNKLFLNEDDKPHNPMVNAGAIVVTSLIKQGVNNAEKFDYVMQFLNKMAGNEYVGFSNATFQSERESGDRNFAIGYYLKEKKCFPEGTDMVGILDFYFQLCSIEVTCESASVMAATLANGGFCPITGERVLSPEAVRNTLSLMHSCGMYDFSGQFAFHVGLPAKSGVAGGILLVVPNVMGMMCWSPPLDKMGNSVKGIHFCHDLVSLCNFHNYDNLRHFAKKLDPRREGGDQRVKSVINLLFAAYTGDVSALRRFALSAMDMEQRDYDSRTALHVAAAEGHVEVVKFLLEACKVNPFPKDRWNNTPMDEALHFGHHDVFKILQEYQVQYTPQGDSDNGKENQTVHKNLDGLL
#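 Assay buffer: 45 mM KH2PO4 pH 8.2, 0.02% Tween-20. hKGA acts on L-glutamine (1 mM solution added); product glutamate is reported by an oxidase/peroxidase Amplex Red coupling, with fluorescence taken at baseline and 30 min.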
# HP1b chromo inh – blocks HP1-beta chromodomain binding to methylated histone tails; AlphaScreen HP1-beta / biotin-H3K9me3 peptide binding; Potency, µM (highest dose often 114 µM), for inactives: top-dose activity change, negative = inhibition, hits mostly inhibitors; actives 0.56% (n = 390,000); note: potency is the fitted concentration of half-maximal effect; nearly all actives have a fitted effect of over 70% in size; inactives centre near 23
#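 Compound inhibition of the preformed complex between 50 nM HP1-beta and 50 nM biotinylated H3K9me3 peptide was read by AlphaScreen. Buffer was PBS pH 7.4 with 0.01% Tween-20. Incubations ran 30 min at room temperature, with 10 ug/mL donor/acceptor beads.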
# PGK inhibitor – T. brucei PGK inhibition | PGK/GAPDH coupled, Kinase-Glo luminescence, 60 min | AID 602233 | Potency, µM (series often up to 57.5 µM), without a hit: top-dose activity change, negative = inhibition, hits mostly inhibitors | P07378 | actives 0.043% (n = 380,000); note: potency is the fitted concentration of half-maximal effect; % is set by controls: 0 for no effect and ±100 for the full control effect; nearly all actives have a fitted effect of over 60% in size
#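 Luminescent ATP detection (Kinase-Glo Plus) follows a 60-minute room-temperature incubation, with wells lacking PGK as controls. Buffer: 100 mM TEA (pH 7.6), 5 mM MgCl2, 0.01% Tween-20. Coupling enzyme GAPDH (100 nM final) supplies unstable 1,3-BPG in-well.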
# USP1 inh – USP1/UAF1 (human) deubiquitinase inhibition. Potency, µM (series often up to 57.1 µM), without a hit: at the highest dose activity change, negative = inhibition, hits mostly inhibitors. recombinant USP1/UAF1, Ub-Rhodamine cleavage fluorescence. AID 743255. actives 0.23% (n = 390,000). O94782; note: potency is the fitted concentration of half-maximal effect; % is set by controls: 0 for no effect and ±100 for the full control effect; nearly all actives have a fitted effect of over 60% in size; inactives centre near -12
#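 USP1/UAF1 complex at 1 nM was preincubated with compound for 15 min at room temperature, then Ub-Rho substrate (150nM final) was added. Fluorescence (480/540 nm) was read kinetically, 6 reads every 60 seconds.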
# mIDH1 inhibitor – blocks human mutant IDH1 R132H enzyme; O75874; IDH1-R132H enzyme, NADPH consumption, diaphorase/resazurin fluorescence; actives 0.093% (n = 390,000); Potency, µM (doses to about 76.6 µM), inactives show at the highest dose activity change, negative = inhibition, hits mostly inhibitors; AID 602179; note: potency is the fitted concentration of half-maximal effect; % is set by controls: 0 for no effect and ±100 for the full control effect; nearly all actives have a fitted effect of over 65% in size
#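 IDH1-R132H (0.5 ug/mL dispensed) in pH 7.5 Tris buffer was preincubated 30 min with compound, then given a substrate mix of 0.016 mM NADPH and 2 mM alpha-KG for 80 min at room temperature; remaining NADPH was read by diaphorase/resazurin fluorescence.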
# TrxR1 inh – blocks rat thioredoxin reductase 1. recombinant rTrxR1, NADPH fluorescence consumption, selenite substrate. Potency, µM (series often up to 114 µM), without a hit: at the top dose activity change, negative = inhibition, actives largely listed as inhibitors. actives 1% (n = 390,000). AID 588453; note: potency is the fitted concentration of half-maximal effect; % is set by controls: 0 for no effect and ±100 for the full control effect; nearly all actives have a fitted effect of over 65% in size
#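 Rat TrxR1 (90 nM in the dispensed reagent) was pre-reduced with 400 uM NADPH for 5 min at room temperature, then incubated with compound for 15 min. After 400 uM selenite was added, NADPH fluorescence (Ex 340/Em 450 nm) was followed for 8 min.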
# PI4K2A block – blocks human PI4K2A kinase activity; purified PI4K2A, ADP-Glo luminescence, 1 h; hits give low values; activity change, negative = inhibition, % at 76.9 µM; actives 0.13% (n = 420,000); in the data active = activity change below about -50%; inconclusive = mostly about -30% to -49%;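 note: -100% = wells without enzyme as full effect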
# Target sequence (Q9BTU6 whole entry, looked up): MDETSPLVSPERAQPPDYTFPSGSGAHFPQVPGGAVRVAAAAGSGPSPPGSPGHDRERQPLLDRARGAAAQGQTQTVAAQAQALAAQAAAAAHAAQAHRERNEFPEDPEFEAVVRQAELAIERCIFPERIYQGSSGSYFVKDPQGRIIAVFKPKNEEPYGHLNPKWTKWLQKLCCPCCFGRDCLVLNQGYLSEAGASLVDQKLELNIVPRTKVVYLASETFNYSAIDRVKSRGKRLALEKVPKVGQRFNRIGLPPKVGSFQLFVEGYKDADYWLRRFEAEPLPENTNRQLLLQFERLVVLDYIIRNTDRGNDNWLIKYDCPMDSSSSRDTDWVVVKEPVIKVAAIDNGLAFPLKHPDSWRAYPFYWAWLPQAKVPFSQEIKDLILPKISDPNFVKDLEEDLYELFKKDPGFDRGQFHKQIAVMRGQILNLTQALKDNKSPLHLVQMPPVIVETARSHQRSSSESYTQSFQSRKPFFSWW
#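 In this quantitative HTS, ADP production by PI4K2A was quantified luminescently after 1 h at ambient temperature; 100 microM adenosine served as plate-quality control.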
# TrxR1 substrate – is turned over as a substrate by rat TrxR1; O89049; actives 0.01% (n = 390,000); AID 588456; Potency, µM (top dose mostly 114 µM), for the others: at the highest dose activity change, negative = substrate turnover; purified TrxR1 substrate turnover, NADPH consumption readout; note: potency is the fitted concentration of half-maximal effect; % is set by controls: 0 for no effect and ±100 for the full control effect; nearly all actives have a fitted effect of over 50% in size
#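 Rat TrxR1, dispensed at 90 nM, was prereduced with 400 uM NADPH (final) for 5 min at ~22 deg C, then incubated with compound 15 min before 400 uM selenite. A first-read NADPH fluorescence drop versus no-compound background flagged substrates.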
# Active calls of the source: *; i = inactive; ? = inconclusive; / = no result given; & = joins results of further samples; [ ] = dose if it differs, or a comment. Unless noted, calls come from the whole dose curve; as a rule, active = well fitted curve in the direction sought with a large enough effect; inconclusive = small, poorly fitted or top-dose-only effect, or another doubt; inactive = no such curve, though single readings can be large; an effect the other way counts as inactive or inconclusive. These rows are one share of the data; the hit share may differ from the screen's.
SMILES,Pin1 inhibitor,GLS inh,HP1b chromo inh,PGK inhibitor,USP1 inh,mIDH1 inhibitor,TrxR1 inh,PI4K2A block,TrxR1 substrate
COc1ccc(N=C2C(=S)N(c3ccc(OC)cc3)C(=NS(=O)(=O)c3ccccc3)N2c2ccccc2)cc1,-4%,14%,10µM*,-3%,-21%,2%,-10%[11.4 µM],-12,6%[11.4 µM]
Cc1[nH]nc2nc(SCC(=O)NC3CCCCC3)n(-c3ccc(Br)cc3)c(=N)c12,2%,-3%,11%,6%,-18%,-12%,13%,0,1%
COc1cccc(NS(=O)(=O)c2ccc3[nH]cc(C(=O)NC4CC4)c(=O)c3c2)c1,4%,-1%,21%,-10%,-3%,-2%,-1%,-2,-10%
O=C(CC(Nc1ccccc1Cl)C(=O)O)c1ccccc1 (centres undefined),-13%,0%,27%,-10%,-13%,7%,4.5µM*,-3,14%[57.1 µM]
COc1ccc(CCC(=O)NCCc2nc3ccccc3[nH]2)cc1,-8%,3%,38%,3%,-4%,-8%,-5%,-2,-6%
Cc1ccc(C2c3c(-c4ccccc4O)n[nH]c3C(=O)N2CCCO)cc1 (centres undefined),-2%,20%,13%,9%,-17%,-10%,13%,-3,0%
Cc1ccc(C(=O)Nc2cc(-c3cn4cccnc4n3)ccc2C)cc1C,30%,-4%,29%,-17%,-16%,1%,29%[57.1 µM],4,29%[57.1 µM]
Cc1ccc(CSC2=NCCN2C(=O)c2ccc([N+](=O)[O-])cc2)cc1,1%,-14%,26%,-4%,-16%,4%,2%[57.1 µM],1,-6%[57.1 µM]
COc1cc(C2=NOC(C(=O)N3CCN(c4ccc(F)cc4)CC3)C2)cc(OC)c1OC (centres undefined),0%,12%,7%,-3%,-5%,0%,-3%,-2,-12%
COc1ccc(NC(=O)COc2ccccc2Cc2ccccc2)cc1S(N)(=O)=O,1%,-8%,30%,3%,-21%,-20%,29%[57.1 µM],0,10%[0.0914 µM]
CC(C)(C)c1ccc(/C=C2/SC(N3CCCC3)=NC2=O)cc1,5%,5%,-2%,1%,-2%,-3%,-7%[57.1 µM],0,-7%[57.1 µM]
Cc1ccc2nc(N/C(=N/S(=O)(=O)c3cccs3)c3ccccc3Cl)sc2c1,5%,-12%,10%,2%,-21%,-8%,15%[57.1 µM],-1,2%[57.1 µM]
CCCP(=O)(CCC)CCP(=O)(c1ccccc1)c1ccccc1,4%,-3%,27%,-6%,-1%,0%,-20%,-2,-11%
O=C(NCc1cccnc1)c1ccc(N2CCOCC2)c([N+](=O)[O-])c1,-3%,-6%,17%,i,-17%,-3%,3%,-9,0%
COCCCNC(=O)c1c(NC(=O)c2cccs2)sc2c1CCCC2,-4%,15%,39%,6%,-11%,16%,-7%,10,34%
CCN(CC)c1ccc(S(=O)(=O)N2CCOCC2)cc1NC(=O)COC(=O)COc1ccccc1C,11%,13%,15%,6%,-7%,-1%,6%,-5,4%
O=C1c2cccc3c(O)ccc(c23)C(=O)N1c1ccc(Cl)cc1,/,17%,38%[activator],3%,28µM*,0%,?,-4,-23%
Cc1occc(=O)c1OC(=O)Nc1ccc(Cl)c(Cl)c1,-1%,27%,5%,i,-5%,0%,-8%,6,-16%
CC(=O)c1ccc(NC(=S)NCc2ccc(Cl)cc2Cl)cc1,-1%,2%,30%,-4%,-21%,-2%,1%,9,0%
O=C(NC1CCN(C(=O)Nc2cccc(Cl)c2)CC1)C1CCCCC1,6%,-11%,31%,-1%,-1%,-11%,7%[57.1 µM],2,0%[57.1 µM]
CC(=C/c1ccccc1)/C=N/Nc1nc(N2CCCCC2)nc(N2CCCCC2)n1,13%,-2%,29%,-9%,-5%,3%,1%,6,-7%
CCN(CC)S(=O)(=O)c1ccc(NC2=NS(=O)(=O)c3ccccc32)cc1,-1%,-5%,33%[activator],/,-12%,2%,18%,4,15%
COc1cc([N+](=O)[O-])c2ncsc2c1,-7%,-6%,43%[activator],-6%,-15%,8%,22%[57.1 µM],-1,-17%[57.1 µM]
CCN(CC)S(=O)(=O)c1ccc(NC2c3ccccc3C(=O)N2Cc2ccc3c(c2)OCO3)cc1 (centres undefined),6%,1%,14%,1%,-13%,2%,5%[57.1 µM],0,-6%[57.1 µM]
CCOC(=O)C1CCN(C(=O)c2cccc(S(=O)(=O)N(CC)c3ccccc3)c2)CC1,10%,7%,40%[activator],4%,-1%,-15%,6%,-2,0%
CCOC(=O)c1cnc2ccc(OC)cc2c1Nc1ccc(OCc2ccccc2Cl)cc1,?,-5%,45%[activator],i,?,5%,0%,2,-7%
O=C1C2CCCN2C(=O)N1CCCCN1CCN(c2ccc(F)cc2)CC1 (centres undefined),-11%,15%,23%,-7%,-2%,1%,9%,-3,-5%
O=C(CS(=O)(=O)c1cn(CC(=O)N2CCOCC2)c2ccccc12)NCc1ccc(F)cc1,0%,1%,24%,-3%,-14%,5%,0%,-3,10%
CC(=O)OCC(=O)N1CCN(c2ccc([N+](=O)[O-])cc2)CC1,9%,-1%,24%,-2%,-10%,5%,-27%,-3,-18%
Cc1c(NC(=O)C(C)Sc2nc(N)cc(=O)[nH]2)c(=O)n(-c2ccccc2)n1C (centres undefined),-4%,1%,33%,-7%,-20%,6%,21%,-3,7%
Cc1ccc(N(C(=O)c2csnn2)C(C(=O)NC2CCCCC2)c2ccco2)cc1 (centres undefined),9%,4%,129%[activator],0%,1%,-19%,-1%[57.1 µM],-3,-1%[57.1 µM]
CCN(CC)C(=O)Nc1cnc2ccccc2c1,6%,16%,21%,4%,-1%,1%,-8%,7,7%
CCN(CC)CCCN(C(=O)c1ccco1)c1nc(-c2ccc(C)cc2)cs1,-4%,10%,-16%,-3%,-15%,7%,14%,6,3%
Cc1ccc(O)c(C2=NNC(O)(C(F)(F)F)C2)c1 (centres undefined),0%,22%,23%,1%,-4%,-4%,-6%,-18,-5%
COc1ccc(OC)c(-c2cc(C(=O)Nc3c(C)n(C)n(-c4ccccc4)c3=O)no2)c1,-4%,3%,24%,-5%,7%,6%,13%,-5,3%
COc1ccc(N(CC(=O)N2CCN(c3ccc(F)cc3)CC2)S(=O)(=O)c2c(C)noc2C)cc1,1%&-4%,-10%&26%,24%&5%,-6%,-22%&-20%,0%&11%,13%&14%,0&0,-6%&-2%
O=C(COC(=O)c1c[nH]c(=O)[nH]c1=O)Nc1ccccc1F,-2%,-1%,7%,0%,-21%,5%,29%[57.1 µM],-3,5%[57.1 µM]
Fc1ccc(OCc2cc(-c3ccccc3)no2)cc1,6%,5%,51%[activator],/,-8%,4%,17%,-1,-1%
CCN(CC)CCOC(=O)C(Cc1cccc2ccccc12)CC1CCCO1 (centres undefined),0%,0%,?,3%,0%,-5%,5%,5&-3,0%
Cc1cc(C)cc(NC(=O)c2cnn(-c3ccc(C)c(C)c3)c2C2CCNCC2)c1,-1%,0%,-12%,-2%,-15%,-12%,9%,-11,1%

# A second format for part of the listing above.
# Every second line gives: Pin1 inhibitor | GLS inh | HP1b chromo inh | PGK inhibitor | USP1 inh | mIDH1 inhibitor | TrxR1 inh | PI4K2A block | TrxR1 substrate
COCCCNC(=O)c1c(NC(=O)c2cccs2)sc2c1CCCC2
 : -4% | 15% | 39% | 6% | -11% | 16% | -7% | 10 | 34%
CCN(CC)c1ccc(S(=O)(=O)N2CCOCC2)cc1NC(=O)COC(=O)COc1ccccc1C
 : 11% | 13% | 15% | 6% | -7% | -1% | 6% | -5 | 4%
O=C1c2cccc3c(O)ccc(c23)C(=O)N1c1ccc(Cl)cc1
 : / | 17% | 38%[activator] | 3% | 28µM* | 0% | ? | -4 | -23%

# Additional structures:
SMILES,Pin1 inhibitor,GLS inh,HP1b chromo inh,PGK inhibitor,USP1 inh,mIDH1 inhibitor,TrxR1 inh,PI4K2A block,TrxR1 substrate
COc1ccc(NC(=O)COc2coc(CN3CCCc4ccccc43)cc2=O)cc1,20%,0%,33%,i,-17%,3%,2%,0,-8%
Cc1ccc(NC(=O)C2CCCN(C(=O)c3cnn(-c4ccc(F)cc4)c3-n3cccc3)C2)c(Cl)c1 (centres undefined),0%,0%,32%,-8%,-24%,-6%,9%,-5,0%
COc1ccc(CCNc2cc(N3CCN(C(=O)c4ccccc4OC)CC3)ccc2[N+](=O)[O-])cc1OC,1%,-3%,-2%,-9%,-11%,10%,7%,0,-7%
CCS(=O)(=O)N1CCCC(C(=O)c2ccc(OC)cc2C)C1 (centres undefined),-7%,1%,20%,-2%,-10%,10%,6%,8,10%[57.1 µM]
CCOCc1c(C(=O)Nc2cc(OCC)c(N3CCOCC3)cc2OCC)oc2ccccc12,-2%,10%,-24%,-12%,-24%,1%,30%[57.1 µM],3,6%[57.1 µM]
Cc1cc(C)cc(-n2c(SCC(=O)NCc3ccc4c(c3)OCO4)nc3ccccc3c2=O)c1,7%,-6%,40%[activator],-8%,-23%,4%,-8%,-1,-10%
C/C(=N/NC(=O)c1cccc(N2CCCC2=O)c1)c1ccc(Br)cc1,-3%,4%,27%,5%,-13%,0%,13%,-1,-3%
O=C(Cc1ccc(S(=O)(=O)N2CCCCC2)s1)Nc1ccc(F)cc1F,2%,1%,23%,-6%,-10%,1%,-4%,2,-3%
CSc1nc(C=Nc2ccccc2Cl)c(O)n1Cc1cccc(Cl)c1,2%,0%,5%,-1%,-19%,-2%,14%[57.1 µM],3,7%[57.1 µM]
O=C(Nc1ccccc1)OC1CCS(=O)(=O)C1 (centres undefined),4%,3%,39%[activator],i,-6%,9%,-14%,5,-12%
